# Screens as filed in PubChem BioAssay.
# Menin-MLL TR inh: qHTS Assay for Inhibitors Targeting the Menin-MLL Interaction in MLL Related Leukemias: Competition With Texas Red Labeled MLL-derived Mutant Peptide. O00255. Menin + Texas Red MLL mutant peptide, fluorescence polarization. Potency, µM (doses to about 61.6 µM), for the others: top-dose FP activity change, negative = inhibition, most hits filed as inhibitors. 0.23% of 270,000 active; active = well fitted inhibition curve with a large enough effect in the polarisation, with a control signal flat, not every such curve was filed as active; inconclusive = small, poorly fitted or top-dose-only effect, or effect the other way, or a change in a side signal; inactive = no such curve, though single readings can be large or run the other way; the % refers to the polarisation; note: % of control where 0% means no effect; many of its hits are not listed in these tables
# Target sequence (O00255 whole entry, looked up): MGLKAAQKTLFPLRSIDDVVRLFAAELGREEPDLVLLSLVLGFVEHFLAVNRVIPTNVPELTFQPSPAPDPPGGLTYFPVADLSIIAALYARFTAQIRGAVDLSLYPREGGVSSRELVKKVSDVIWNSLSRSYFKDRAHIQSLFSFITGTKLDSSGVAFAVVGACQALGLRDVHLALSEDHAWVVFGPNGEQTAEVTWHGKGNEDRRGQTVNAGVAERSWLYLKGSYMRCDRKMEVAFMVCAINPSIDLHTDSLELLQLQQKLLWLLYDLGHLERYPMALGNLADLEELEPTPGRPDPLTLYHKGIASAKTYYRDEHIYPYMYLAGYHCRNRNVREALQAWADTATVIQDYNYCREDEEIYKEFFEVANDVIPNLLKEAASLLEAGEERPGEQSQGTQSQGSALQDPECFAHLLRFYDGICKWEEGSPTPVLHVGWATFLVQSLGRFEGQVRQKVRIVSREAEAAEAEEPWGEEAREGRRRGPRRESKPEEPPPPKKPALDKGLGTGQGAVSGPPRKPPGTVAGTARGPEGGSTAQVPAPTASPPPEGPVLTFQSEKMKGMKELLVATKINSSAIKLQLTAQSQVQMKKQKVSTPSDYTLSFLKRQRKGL
# VP16 counter: VP16 counterscreen qHTS for inhibitors of ROR gamma transcriptional activity. 3.5% of 310,000 active. Potency, µM (highest dose often 53.6 µM), inactives show at the highest dose activity, negative = inhibition, most hits filed as inhibitors. Drosophila S2 Gal4-VP16 UAS-luciferase, luminescence, 20 h;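 note: Gal4-VP16 expression switched on by copper sulfate through the metallothionein promoter; % is set by controls: 0 for no effect and ±100 for the full control effect; nearly all actives have a fitted effect of over 50% in size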
# RORgamma inh: qHTS for inhibitors of ROR gamma transcriptional activity | Drosophila S2 Gal4-RORgamma UAS-luciferase reporter, 20 h | Potency, µM (doses to about 53.6 µM), inactives show at the highest dose activity change, negative = inhibition, hits mostly inhibitors | 5.4% of 310,000 active | AID 2551, 2010; note: % is set by controls: 0 for no effect and ±100 for the full control effect; nearly all actives have a fitted effect of over 60% in size
# Target sequence (P51450 whole entry, looked up, the tested form may be a part): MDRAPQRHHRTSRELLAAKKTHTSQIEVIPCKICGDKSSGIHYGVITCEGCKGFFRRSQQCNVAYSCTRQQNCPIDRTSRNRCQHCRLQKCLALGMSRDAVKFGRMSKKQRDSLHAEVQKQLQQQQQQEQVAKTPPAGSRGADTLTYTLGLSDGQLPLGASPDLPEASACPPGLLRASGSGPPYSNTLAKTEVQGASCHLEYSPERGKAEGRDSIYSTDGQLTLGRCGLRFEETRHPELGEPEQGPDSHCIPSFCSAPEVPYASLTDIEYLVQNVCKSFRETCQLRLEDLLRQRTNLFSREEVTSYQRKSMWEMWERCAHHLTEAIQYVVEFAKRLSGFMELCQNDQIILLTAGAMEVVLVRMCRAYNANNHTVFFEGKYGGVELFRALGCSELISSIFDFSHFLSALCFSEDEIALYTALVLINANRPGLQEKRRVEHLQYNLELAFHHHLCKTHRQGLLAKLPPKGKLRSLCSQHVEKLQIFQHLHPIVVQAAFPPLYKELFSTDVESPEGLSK
#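 Read-out: Photinus luciferase luminescence; inhibitors lower reporter signal. Insect Schneider cells with Gal4-ROR gamma fusion under metallothionein promoter, UAS reporter; 700 uM final copper sulfate induction, 20 hr, ambient temperature.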
# The depositor's hits bear a star; ? = inconclusive; & = joins results of further samples; [ ] = another dose, or the depositor's remark. Unless noted, calls come from the whole dose curve; as a rule, active = well fitted curve in the direction sought with a large enough effect; inconclusive = small, poorly fitted or top-dose-only effect, or another doubt; inactive = no such curve, though single readings can be large; an effect the other way counts as inactive or inconclusive. Potency is the fitted concentration of half-maximal effect. These rows are one share of the data; count on the stated rates, not on these rows.
SMILES,Menin-MLL TR inh,VP16 counter,RORgamma inh
COc1ccc2cc1Oc1ccc(cc1)CC1c3cc(c(OC)cc3CCN1C)Oc1c(OC)c(OC)c(OC)c3c1C(C2)N(C)CC3 (configuration not stated),-14%,-2%,0%
O=C1CCC=C1[C@@H](O)CCc1ccccc1,-1%[11.7 µM],-1%[10 µM],-16%[10 µM]
C[C@H](N)[C@H](O)c1cccc(O)c1,-12%[24.8 µM],5%[17 µM],-4%[2.98 µM]
COc1ccc(C2/C=C\CN(C(=O)c3ccc(C)cc3)C(Cc3ccccc3)C(=O)N2Cc2ccc(F)cc2)cc1 (configuration not stated),31%[activator],2%,-39%
O=c1oc2ccccc2cc1O,0%,-15%,20%
N#CCC(=O)NN,5%,-8%,-1%
O=c1c(CCc2ccccc2)nc2cnc(Nc3ccccc3)nc2n1Cc1cccs1,?,-2%,2%
CC1=C(/C=C/C(C)=C/C=C/C(C)=C/C=C/C=C(C)/C=C/C=C(C)/C=C/C(=O)[C@]2(C)CC(O)CC2(C)C)C(C)(C)CC(O)C1 (some centres not stated),-2%,-8%,-13%
COc1cc(OC)c2c(=O)c(O)c(-c3ccc(OC)c(OC)c3)oc2c1,2%,?,2.8µM*
CN(C)c1ncc2nc(-c3cc(F)cc(F)c3)c(=O)n(CCC#N)c2n1,3%,-4%,-10%
CC(C)=CCC/C(C)=C/CO/N=C1/C[C@@H](O)[C@@H](O)[C@@H]2[C@@H]3C(=O)N(C(C)(C)C)C(=O)[C@H]3CC[C@H]12,-23%[11.7 µM],-1%[10 µM],-11%[10 µM]
COc1ccc(C2=Nn3c(nnc3-c3ccc(OC)c(OC)c3)SC2)cc1OC,-9%,-8%,-27%
c1cnc2c(-c3nccc4c3[nH]c3ccccc34)cccc2c1,-1%,-5%,7%
CCCCC[C@H](O)/C=C/[C@H]1C(=O)C[C@H](O)[C@@H]1C/C=C\CCCC(=O)O,-11%,0%,-34%
COCCNc1ncnc2ccc(-c3ccc(N(C)C)cc3)cc12,13%,-3%,?
O=C1C[C@@H](O)[C@@H](O)[C@H]2[C@@H]3C(=O)N(Cc4ccccc4)C(=O)[C@@H]3CC[C@H]12,5%&10%[11.7 µM],-5%&2%[10 µM],9%&1%[10 µM]
O=C(Nc1ccccc1)N1CC2(CCN(C(=O)c3ccncc3)CC2)C1,4%,-12%,-13%
COc1cccc(C2C(C)CCC3C(=O)N(C)C(C(C)C)C(=O)N32)c1 (configuration not stated),-5%[11.7 µM],-5%[10 µM],-15%[10 µM]
COC(=O)CNC(=O)C(=O)OC,-26%,-5%,13%
CC(C)=CCC/C(C)=C/CO/N=C1/C[C@@H](O)[C@@H](O)[C@@H]2[C@@H]3C(=O)N(C[C@@H]4CCCO4)C(=O)[C@H]3CC[C@H]12,-11%[11.7 µM],-23%[10 µM],5%[10 µM]
O=c1[nH]c(=O)c2nc(Br)n(C3OC(CO)C(O)C3O)c2[nH]1 (configuration not stated),-3%,-5%,5%
CC1(C)CC[C@]2(C(=O)O)CC[C@]3(C)C(=CCC4[C@@]5(C)CC[C@H](O)C(C)(C)[C@@H]5CC[C@]43C)C2C1 (some centres not stated),-13%[24.8 µM],0%,-20%
CC(C)NC(=O)N1CC[C@@]2(CCCN(C(=O)Oc3ccccc3)C2)C1,17%,7%,-15%
Cc1cccc(CNc2ccnc(-c3ccccc3C(F)(F)F)n2)c1,1%,-3%,10%
CO[C@H]1COC(=O)C/C=C\[C@H](C)[C@@H](OC)COC(=O)C/C=C\[C@@H]1C,-16%[11.7 µM],-15%[10 µM],-14%[10 µM]

# Among those listed so far, these contain an NH in an aromatic ring.
SMILES,Menin-MLL TR inh,VP16 counter,RORgamma inh
c1cnc2c(-c3nccc4c3[nH]c3ccccc34)cccc2c1,-1%,-5%,7%
O=c1[nH]c(=O)c2nc(Br)n(C3OC(CO)C(O)C3O)c2[nH]1 (configuration not stated),-3%,-5%,5%

# Later entries:
SMILES,Menin-MLL TR inh,VP16 counter,RORgamma inh
COc1ccc(/C=C/N(CCc2ccc(OC)c(OC)c2)C(=O)C(F)(F)F)cc1,?,0%[10 µM],9%[10 µM]
Cc1noc(C)c1-c1ccc2ncnc(NC3CCNCC3)c2c1,-19%,17%,-9%
N[C@H](C(=O)O)c1ccc(C(=O)O)c(O)c1,1%[24.8 µM],2%,7%
COC(=O)[C@H](Cc1ccccc1)NC(=O)O[C@@H]1C(=O)c2cc(Br)ccc2O[C@H]1c1ccc2c(c1)OCO2,-1%,5%,-4%
Cc1noc(C)c1-c1nc(Nc2ccccc2)c2ccccc2n1,15%,?,-44%
CC(C)[C@@H](CC(=O)N[C@@H]1CCCC[C@H]1C(=O)N[C@H](CC(=O)N[C@@H](CCC(=O)O)CC(=O)O)Cc1c[nH]c2ccccc12)NC(=O)C[C@H](Cc1c[nH]c2ccccc12)NC(=O)[C@@H]1CCCC[C@H]1N,-9%,7%,1%
O=C(O)C1CC(C2CCCCN2)CN2CCCCC12 (configuration not stated),-5%,-13%,-2%
C[C@@H](C1[C@@H](O)CC2C3C=CC4C[C@@H](O)CC[C@]4(C)[C@H]3CC[C@@]21C)[C@@H]1CCCCN1 (some centres not stated),-2%,2%,8%
O=c1c(O)c(-c2ccc(O)c(O)c2)oc2c(OC3OC(CO)C(O)C(O)C3O)c(O)cc(O)c12 (configuration not stated),?,-15%,0%
COc1ccc(-c2nc3cnc(N4CCOCC4)nc3n(C[C@H]3CCCO3)c2=O)cc1,1%,5%,-9%
COc1ccc(C2C3C=CCC(c4ccccc4)C3C(=O)N2Cc2ccccc2)cc1Cl (configuration not stated),0%,?,?
CC(=O)OCC1OC(C#Cc2ccccc2Cl)C=CC1OC(C)=O (configuration not stated),-2%[11.7 µM],-6%[10 µM],8%[10 µM]
COc1ccc(CNc2ncncc2-c2ccc(N(C)C)cc2)c(OC)c1,-13%,-1%,-1%
CC(C)C[C@@H](COCc1cccc(Cl)c1)N1CCN(C(=O)c2cccc(C(F)(F)F)c2)CCC1=O,-1%,0%[40.7 µM],37%[40.7 µM]
COC(=O)Nc1ccc2[nH]cc(CCNC(C)=O)c2c1,-1%,-3%&1%,-7%&8%
CCCCCCCCCCCCCCOc1ccc(C(=O)O)o1,-8%,-3%,-23%
CC(C)[C@H](N)C(=O)N[C@@H](CCC(N)=O)C(=O)NCC(=O)N[C@@H](CCC(=O)O)C(=O)N[C@@H](CCC(=O)O)C(=O)N[C@@H](CO)C(=O)N[C@@H](CC(N)=O)C(=O)N[C@@H](CC(=O)O)C(=O)N[C@@H](CCCCN)C(=O)O,8%,-4%,0%
C=C1C(=O)O[C@@H]2[C@@H]1CC/C(C)=C\CC[C@@]1(C)O[C@H]21,-16%[24.8 µM],3.5µM*,3.2µM*
COc1ccc(OC[C@@H](CO)OC)cc1,0%[11.7 µM],1%[10 µM],-1%[10 µM]
Cc1cccc(CNc2ccnc(-c3ccc(N(C)C)cc3)n2)c1,-7%,?,?
COC(=O)N1CCC2(CC1)CN(c1ccccn1)C2,-20%,-1%,-7%
COC(=O)c1c(Cl)c(Cl)c(C(=O)OC)c(Cl)c1Cl,-7%,8%,-11%
COc1cc(OC)cc(OC)c1,-5%,3%,?
COc1ccc(C(=O)N2CCC[C@@]3(CCN(c4ccccc4)C3)C2)cc1,-9%,-11%,25%
CC(C)CN1CCc2nc(-c3ccccc3)c3c(c2C1)COC(C)C3 (configuration not stated),-4%[11.7 µM],2%[10 µM],-7%[10 µM]
# New compounds follow.
SMILES,Menin-MLL TR inh,VP16 counter,RORgamma inh
CC(CCC(=O)O)C1CCC2C3CC[C@H]4CC(O)CC[C@@]4(C)C3CC(O)[C@]12C (some centres not stated),10%,-6%,-1%
C/C(CCC(=O)OC[C@@H]1O[C@H](C#Cc2ccccc2)C=C[C@@H]1Oc1ccc(C)cc1)=N/O[C@@H](C)CN1CCCCc2nc(C)c(C)cc21,-13%[11.7 µM],4%[10 µM],0%[10 µM]
COc1ccc2c(c1)C(c1cc(OC)c(OC)c(OC)c1)CC(=O)O2 (configuration not stated),-9%[94.6 µM],6%,6%
CC(C)c1ccc(Cn2ccc3c4c(N)nc(NC5CC5)nc4ccc32)cc1,-9%[24.8 µM],?,16µM*
CC(C)(C)C(=O)OCC(=O)C1CCC2C3CCC4=CC(=O)CCC4(C)C3CCC12C (configuration not stated),-6%,8%,-24%
Cc1cnc(CNc2ncnc3ccc(-c4c(C)noc4C)cc23)cn1,3%,-30%,?
C[C@@H]1Oc2ccccc2C=C1/C=C/C(=O)O,1%,-20%,-6%
Cc1ccc2c(=O)c3cccc(CC(=O)O)c3oc2c1C,-13%,-6%,-11%
COc1cccc(Cn2c(=O)c(C)nc3cnc(Nc4ccccc4)nc32)c1,-6%,-10%,-34%
c1ccc2nc(C3=NCCN3)cnc2c1,3%[24.8 µM],7%,2%
COC(=O)C1C2CC3c4[nH]c5cc(OC)ccc5c4CCN3CC2CC(OC(=O)c2cc(OC)c(OC)c(OC)c2)C1OC (configuration not stated),-38%,-30%&-5%,-23%&7%
COc1ccccc1-c1cncnc1NCc1cccc(C)c1,-21%,1%,-45%
CC[C@H](C)[C@H](N)C(=O)N[C@@H](CCCCN)C(=O)N[C@H](C(=O)N[C@@H](C)C(=O)N[C@H](C(=O)O)C(C)C)C(C)C,7%,-16%,-3%
CCCCC/C=C\C/C=C\C/C=C\C=C\[C@@H](O)CCCC(=O)O,4%,1%,-25%
COc1ccccc1CN1CCCC2(CCN(S(C)(=O)=O)CC2)C1,8%,-4%,5%
COC(=O)C1=NOC2(C=C(Br)C(OC)=C(Br)C2=O)C1 (configuration not stated),5%[11.7 µM],2.5µM*,1.8µM*
CCOC(=O)C1=NO[C@@]2(C=C(Br)C(=O)[C@H]3O[C@H]32)C1,-14%,?,?
CCNc1ncc2nc(-c3cn(C)c4ccccc34)c(=O)n(C)c2n1,9%,3%,-19%
CCCCCCCCCCCCC/C=C/[C@@H](O)[C@H](CO)N(C)C,-21%,-7%,-10%
O=C(Nc1cccc(F)c1)N1CC2(CCN(S(=O)(=O)c3ccccc3)CC2)C1,11%,0%,21%
CC1COc2ccccc2C1=O (configuration not stated),5%,2%,11%
CC(C)CN1CCc2nc(-c3ccccc3)c3c(c2CC1)COC(C)C3 (configuration not stated),0%[11.7 µM],3%[10 µM],2%[10 µM]
Cn1c(=O)c(CCc2ccccc2)nc2cnc(Oc3ccccc3)nc21,0%,-2%,27%
NC(=O)CC[C@@H](N)C(=O)O,4%,-14%,6%[10 µM]
CO/N=C(/C)CCC(=O)OC[C@@H]1O[C@H](C#Cc2ccccc2)C=C[C@@H]1Oc1ccc(C)cc1,-15%[11.7 µM],6%[10 µM],-8%[10 µM]

# Of the compounds above, these contain a CF3 group.
SMILES,Menin-MLL TR inh,VP16 counter,RORgamma inh
Cc1cccc(CNc2ccnc(-c3ccccc3C(F)(F)F)n2)c1,1%,-3%,10%
COc1ccc(/C=C/N(CCc2ccc(OC)c(OC)c2)C(=O)C(F)(F)F)cc1,?,0%[10 µM],9%[10 µM]
CC(C)C[C@@H](COCc1cccc(Cl)c1)N1CCN(C(=O)c2cccc(C(F)(F)F)c2)CCC1=O,-1%,0%[40.7 µM],37%[40.7 µM]

# Further compounds:
SMILES,Menin-MLL TR inh,VP16 counter,RORgamma inh
CC(=O)OCC1OC(c2cc(C)cc(C)c2)C=CC1OC(C)=O (configuration not stated),3%[11.7 µM],-7%[10 µM],3%[10 µM]
CC(=O)Nc1ccn(C2OC(C(COC(C)=O)NC(=O)C(COCc3ccccc3)NC(=O)OC(C)(C)C)C(OC(C)=O)C2OC(C)=O)c(=O)n1 (configuration not stated),-26%,-21%,0%
Cn1cccc1C(=O)N1CCC2(CC1)CCN(c1ncccn1)CC2,-3%,4%,17%
N[C@H](COP(=O)(O)O)C(=O)O,3%,-18%,20%
CC(C)(C)OC(=O)NCCCC1=CC2=CC(=O)C(C)(O)C(=O)C2=CO1 (configuration not stated),-3%,-3%,10%
C=CC[C@@H]1C=C[C@H](O/N=C(\C)CCN2CCCc3nc(C)c(C)cc32)[C@H](CO)O1,-13%[11.7 µM],-11%[10 µM],3%[10 µM]
O=C1C[C@@H](O)[C@@H](O)[C@@H]2[C@H]3C(=O)N(c4ccc(F)cc4F)C(=O)[C@@H]3CC[C@@H]12,-3%[11.7 µM],4%[10 µM],11%[10 µM]
O[C@@H]1CO[C@H]2[C@@H]1OC[C@@H]2O,-1%,-10%,-1%
CC(=O)OCC(NC(=O)C(COCc1ccccc1)NC(=O)OC(C)(C)C)C1OC(n2cc(F)c(=O)[nH]c2=O)C(OC(C)=O)C1OC(C)=O (configuration not stated),-11%,-15%,3%
Cc1cc(O)c(C=O)c2c1C(=O)Oc1c(COC(=O)/C=C/C(=O)O)c(O)c(C(=O)O)c(C)c1O2,68%[activator],-6%,35%
CS(=O)(=O)Nc1cccc(-c2nc(N3CCNCC3)c3ccccc3n2)c1,12%,7%,11%
